# Screening results: PubChem BioAssay, Broad Institute
# PAX8 reporter: PAX8 transcriptional activity inhibition; RMG-I TPO-luciferase reporter, SteadyGlo, 24 h; inhibition, % at 12.6 µM; actives 1.2% (n = 360,000); AID 652154;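 active = mean replicate inhibition at least 60% with every replicate also reaching 60%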;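 note: luciferase light reporting Pax8 driven TPO promoter activity; plate controls were median of neutral control wells for no effect and mitoxantrone controls for full effect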
# ARNT-TACC3 inh: disrupts binding between human ARNT and TACC3; Q9Y6A5; AlphaScreen His-ARNT PAS-B/GST-TACC3 binding, luminescence; TACC3 fragment carries E629A point mutation; inhibition, % at 9.99 µM; actives 0.66% (n = 390,000); AID 623870;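 active = mean inhibition of replicates at least 50% and at least half of replicates each reaching 50%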;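 note: 0% = complete ARNT plus TACC3 wells and 100% = ARNT alone without TACC3; many hits fall short of the cut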
# ERp5 inh: blocks human ERp5 reductase activity on insulin; actives 0.05% (n = 350,000); inhibition, % at 9.99 µM; AID 651711; Q15084; ERp5 insulin aggregation, absorbance 650 nm, 90 min;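 active = mean replicate inhibition above about 25%, with every replicate also reaching it, limit read from the data, passing the limit was not always enough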
# Target sequence (Q15084 whole entry, looked up): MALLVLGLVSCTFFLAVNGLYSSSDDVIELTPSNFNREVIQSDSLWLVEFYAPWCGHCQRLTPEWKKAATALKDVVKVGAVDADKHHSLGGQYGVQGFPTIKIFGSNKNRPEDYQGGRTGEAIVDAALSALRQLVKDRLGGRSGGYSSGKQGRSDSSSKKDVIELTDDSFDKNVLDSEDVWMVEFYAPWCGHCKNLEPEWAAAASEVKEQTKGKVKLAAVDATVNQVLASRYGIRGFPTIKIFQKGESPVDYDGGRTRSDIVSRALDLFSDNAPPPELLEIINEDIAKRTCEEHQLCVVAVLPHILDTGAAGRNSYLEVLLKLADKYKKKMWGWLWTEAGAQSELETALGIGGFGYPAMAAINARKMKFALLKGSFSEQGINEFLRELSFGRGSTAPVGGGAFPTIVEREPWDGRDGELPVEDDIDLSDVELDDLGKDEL
# INS-1E GSIS act: GLuc luminescence reporter in INS-1E cells, primary screen for activators of glucose-dependent secretion of insulin; activation, % at 16.6 µM; INS-1E GLuc reporter insulin secretion, 2-3 h; actives 0.61% (n = 370,000);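 active = lowest replicate activation of at least 40%, so every replicate reaches that level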;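 note: 0% = median of neutral control wells and 100% = median of IBMX positive control wells; some compounds called inactive have numbers as strong as hits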
# DENV2 CPE rescue: DENV2-induced cell death inhibition; DENV2-infected cells, cytopathic effect rescue, plate reader; CPE inhibition, % at 9.99 µM; actives 1.7% (n = 350,000); AID 651640; in the data active = CPE inhibition above about 20%, passing the limit was not always enough; tested in BHK-21 cells;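 note: 0% = median of neutral control wells and 100% = median of positive control wells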
# XiGFP reactiv: X-chromosome reactivation activator | activation, % at 7.58 µM | actives 0.055% (n = 360,000) | XiGFP mouse fibroblasts, % GFP-positive cells imaging, 3 d; cells co-treated with 5-aza-dC sensitizer; scaled so ellipticine positive control = 100%;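 active = mean normalized replicate activation at least 10% and every replicate at or above 10%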;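 note: 0% = median of on-plate neutral control wells and 100% = ellipticine 6 µM median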
#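 Material: SV40-immortalized XiGFP fibroblast cells, line 68-5-11 | Buffer or medium: DMEM containing 5-aza-dC | Dosing: One concentration, pinned | Times: 3 d treatment, 15 min room-temperature fixation | Controls: Ellipticine 6 µM positive control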
# EWS-Fli block: inhibitors of EWS/Fli oncoprotein transcriptional activity; actives 0.67% (n = 350,000); inhibition, % at 12.6 µM; A673 NR0B1-luciferase reporter, viability-normalised;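 active = mean inhibition of at least 50% after viability correction, with every replicate also passing that limit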;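 note: firefly luciferase signal divided by Alamar Blue viability fluorescence both relative to DMSO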
# CFTR F508del cor: correctors of CFTR F508del function in bronchial epithelial cells. CFBE cells, YFP halide quenching; stimulated with forskolin plus potentiator P3; % fluorescence drop versus neutral controls. activity (quench increase), % at 7.58 µM. actives 0.36% (n = 350,000);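 active = mean added fluorescence quench of at least 8% versus neutral control, with both replicates also reaching 8%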;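 note: cells transiently co-express mutant CFTR-F508del with the halide-sensitive YFP; corrector assay measuring rescue of mutant channel to the surface after 24 h compound exposure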
# Active calls of the source: *; · = no result given; & = joins results of further samples. Hits appear at their usual frequency; 4.2% or so of the library scored in one or more.
SMILES,PAX8 reporter,ARNT-TACC3 inh,ERp5 inh,INS-1E GSIS act,DENV2 CPE rescue,XiGFP reactiv,EWS-Fli block,CFTR F508del cor
O=C(COC(=O)CC1CCS(=O)(=O)C1)Nc1ccc(F)cc1 (stereo not drawn),-5,2,0,22,7,0.0,4,2.4
CO[C@H]1CN(C)C(=O)c2ccc(NC(=O)NC(C)C)cc2OC[C@@H](C)N(CCC(F)(F)F)C[C@H]1C,·,-8,8,-5,-3,0.0,4,2.2
CC(NS(=O)(=O)c1ccc(OCC(=O)NCc2ccncc2)cc1)c1ccccc1 (stereo not drawn),-20,-4,1,2,1,0.1,-5,-0.6
COC(=O)c1ccc2c(c1)N(Cc1nc(-c3ccc(Cl)cc3)oc1C)C(=O)C1CCCN21 (stereo not drawn),-1,1,-5,-6,2,-0.1,11,1.4
Cc1csc(SCC(=O)Nc2nncs2)n1,1,5,4,9,4,0.3,-5,-1.2
C[C@H](CO)N1C[C@H](C)[C@H](CN(C)S(=O)(=O)c2ccc(Cl)cc2)Oc2c(NC(=O)c3nc4ccccc4s3)cccc2C1=O,30,11,4,-7,-18,0.0,-8,2.3
O=C(c1cc2c(s1)-c1ccccc1OC2)N1CCN(c2ccccc2)CC1,8,-5,3,-8,-5,0.3,14,0.2
CN(C)c1ccc(C=C(c2nnnn2-c2ccccc2)c2nnnn2-c2ccccc2)cc1,8,-14,·,-21,·,0.0,·,·
CSc1ccc(/C=C/C(=O)NC23CC4CC(CC(C4)C2)C3)cc1,31,-13,-3,-6,·,0.1,-60,-0.8
CC1CCC2(CC1)NC(=O)N(CC(=O)Nc1cccnc1Cl)C2=O (stereo not drawn),-2,·,-1,2,1,-1.0,-9,0.3
CO[C@H]1CN(C)C(=O)c2ccc(NC(=O)C3CC3)cc2OC[C@@H](C)N(C(=O)c2ccccc2)C[C@H]1C,4,-7,2,10,-5,-0.3,-1,-1.4
COc1ccc(C23CC4CC(CC(C(=O)O)(C4)C2)C3)c(F)c1,6,-11,1,5,-4,0.2,-3,4.2
CC=Cc1ccc2n(c1=O)C[C@@H]1[C@@H](CO)[C@H](C(=O)NCC3CC3)N(C(=O)C3CCOCC3)[C@H]21 (mixture of isomers),4,7,10,2,0,0.2,12,1.2
COCCCNS(=O)(=O)c1ccc(SC)cc1,-10,-4,·,13,·,0.8,·,·
C[C@@H]1CN([C@@H](C)CO)S(=O)(=O)c2ccc(-c3ccc(F)cc3)cc2O[C@@H]1CN(C)S(C)(=O)=O,-8,3,5,-9,3,0.2,0,0.9
C[C@H](CO)N1C[C@H](C)[C@@H](CN(C)C(=O)NC2CCCCC2)Oc2ccc(NS(=O)(=O)c3cccs3)cc2CC1=O,·,-1,2,1,1,-0.2,-7,0.2
Cc1noc(C)c1NC(=O)Nc1cccc2c1O[C@H](CN(C)Cc1ccc(Cl)c(Cl)c1)[C@@H](C)CN([C@H](C)CO)C2=O,-6,17,0,-22,0,-0.7,3,-2.1
O=C(O)COc1ccc(Cl)cc1C1CCCCC1,11,-6,-4,1,5,0.1,-4,-0.1
O=C(Cc1ccncc1)Nc1ccc2c(c1)[C@@H]1C[C@@H](CC(=O)N3CCc4ccccc4C3)O[C@@H](CO)[C@@H]1O2,-47,4,-6,5,13,0.0,14,-2.0
C[C@@H]1CN([C@H](C)CO)C(=O)c2cc(NS(C)(=O)=O)ccc2O[C@H]1CN(C)C(=O)Nc1cccc2ccccc12,13,-4,-1,8,-1,0.0,·,-0.1
CCC(=O)N/N=C(\C)CC(=O)Nc1cc(Cl)ccc1C,0,-3,2,-28,-7,0.4,-8,·
C[C@@H]1CN([C@@H](C)CO)C(=O)c2cc(C3=CCCC3)cnc2O[C@H]1CN(C)C(=O)Nc1cccc(F)c1,5,·,·,-16,·,0.2,11,-1.3
CNC(=O)C[C@H]1CC[C@H]2[C@H](COc3ccc(NC(=O)Nc4cccc(Cl)c4)cc3C(=O)N2C)O1,0,0,4,-10,-3,0.1,-12,-3.5
C[C@H](CO)N1C[C@H](C)[C@@H](CN(C)S(=O)(=O)c2cccs2)Oc2ccc(NS(C)(=O)=O)cc2C1=O,·,10,2,4,·,-1.4,-3,-0.5
O=C(NCc1ccccc1Cl)C1CCN(S(=O)(=O)N2CCC3(CC2)OCCO3)CC1,·,2,-1,-12,·,·,11,1.5
CC1=C[C@H]2Cc3cc(C)cc(C)c3S(=O)(=O)[C@@H]2C=C1,3,-4,-4,·,-3,0.1,12,·
CN(c1ccccc1)S(=O)(=O)c1ccc(Cl)c(C(=O)OCC(N)=O)c1,-2,-3,-4,5,-10,0.0,-23,1.7
C[C@H]1CN([C@@H](C)CO)C(=O)c2cc(-c3ccc(C#N)cc3)cnc2O[C@H]1CN(C)C(=O)Nc1ccc(F)cc1,·,-18,-1,-9,7,-0.7,-15,0.8
CN(C)C(=O)[C@H]1[C@H](CO)[C@H]2Cn3c(ccc(C4=CCCC4)c3=O)[C@@H]1N2Cc1cccnc1,-7,-6,-3,12,4,0.4,0,0.5
COc1ccccc1NC(=O)CCN1CCN(Cc2ccccc2)CC1,·,-1,1,5,3,·,-39,-1.1
CCOC(=O)N1CCN(C(=O)c2cc(COc3ccc(F)cc3F)on2)CC1,-19,-5,-4,3,3,0.0,-73,0.3
CCC(C)C(CO)NCCCn1cnc2c(SC)ncnc21 (stereo not drawn),0,·,1,0,-5,-0.1,-18,-7.1
C[C@H]1CN([C@@H](C)CO)S(=O)(=O)c2ccc(C3=CCCCC3)cc2O[C@H]1CN(C)C(=O)Cc1ccncc1,-8,3,1,-4,1,-0.2,2,2.8
O=C(NCCN1CCCC1)C1CCC(=O)N(CCCN2CCOCC2)C1 (stereo not drawn),-8,·,16,33,35*,-0.1,·,0.7
COc1ccc(S(=O)(=O)Nc2ccc3c(c2)C(=O)N([C@@H](C)CO)C[C@H](C)[C@H](CN(C)S(=O)(=O)c2c(C)noc2C)OCCCC[C@@H](C)O3)cc1,-25,·,-2,-17,36*,0.0,7,0.0
Cc1ccc(OCC(=O)NC2CCS(=O)(=O)C2)c([N+](=O)[O-])n1 (stereo not drawn),19,0,0,4,10,0.0,1,1.3

# Fetched by structure from the list above:
SMILES,PAX8 reporter,ARNT-TACC3 inh,ERp5 inh,INS-1E GSIS act,DENV2 CPE rescue,XiGFP reactiv,EWS-Fli block,CFTR F508del cor
CO[C@H]1CN(C)C(=O)c2ccc(NC(=O)NC(C)C)cc2OC[C@@H](C)N(CCC(F)(F)F)C[C@H]1C,·,-8,8,-5,-3,0.0,4,2.2
C[C@@H]1CN([C@@H](C)CO)S(=O)(=O)c2ccc(-c3ccc(F)cc3)cc2O[C@@H]1CN(C)S(C)(=O)=O,-8,3,5,-9,3,0.2,0,0.9
C[C@@H]1CN([C@H](C)CO)C(=O)c2cc(NS(C)(=O)=O)ccc2O[C@H]1CN(C)C(=O)Nc1cccc2ccccc12,13,-4,-1,8,-1,0.0,·,-0.1

# Other results:
SMILES,PAX8 reporter,ARNT-TACC3 inh,ERp5 inh,INS-1E GSIS act,DENV2 CPE rescue,XiGFP reactiv,EWS-Fli block,CFTR F508del cor
O=C(CN1CCSC1=NCc1ccccc1)c1ccc(Cl)cc1,-4,-7,·,-33,·,0.1,·,·
NS(=O)(=O)c1ccc(NC(=O)COC(=O)c2c3c(nc4ccccc24)/C(=C\c2ccc4c(c2)OCO4)CCC3)cc1,17,-4,3,1,-22,0.0,-29,3.3
CCC(CCCO)CCC[C@H](C)CCC1OCCO1 (stereo partly drawn),-6,-1,-7,16,-8,0.0,3,1.4
COc1cc(/C=C/C(=O)OCC(=O)NCCC2=CCCCC2)ccc1O,-15,-5,-4,12,0,0.4,4,-0.8
OCCC1CN(Cc2cc3c(cc2Cl)OCO3)CCN1Cc1ccccc1 (stereo not drawn),5,0,-1,8,4,0.0,-2,-0.6
COc1cc(NS(=O)(=O)c2cc3c(cc2C)NC(=O)CO3)cc(OC)c1,-1,8,2,25,-1,0.2,-7,-0.3
COC(=O)C[C@H]1CC[C@H]2[C@H](COc3ccc(NC(=O)c4ccc(F)cc4)cc3C(=O)N2C)O1,-8,-5,-10,6,-2,-0.1,-25,2.3
C=CCOc1ccc(/C=C/C(=O)OC(C)C(=O)Nc2ccc(NC(C)=O)cc2)cc1 (stereo not drawn),-2,-11,6,26,-6,0.0,-13,-3.2
CCN1C(=O)C(CC(=O)Nc2ccc(OC)cc2)N(CCc2ccc(F)cc2)C1=S (stereo not drawn),-15,-3,4,-42,-3,-0.1,7,3.1
Cc1noc(C)c1S(=O)(=O)N1CCCC(C(=O)NCc2ccccc2Cl)C1 (stereo not drawn),-1,-1,-1,1,7,0.0,-1,-1.3
O=C(Nc1nc2c(F)cc(F)cc2s1)c1ccco1,-176,-3,0,1,13,-0.1,11,-1.0
Cc1ccc([C@H]2C[C@@H](O)[C@H](n3cc(COC(=O)c4ccccc4)nn3)CN2CC2CCCCC2)cc1,-29,·,8,0,16,0.0,-6,1.4
CC(C)N(CCNC(=O)c1oc(=O)c2ccccc2c1-c1ccccc1)Cc1ccco1,4,-2,-1,-4,4,0.0,16,1.3
Cc1[nH]c2ccc(C(=O)NCCCN3CCCCC3)cc2c1C,-13,11,7,6,6,0.0,5,-1.5
COCC(=O)N1CCC2(CC1)CN(C(=O)NC1CCCC1)[C@H](CO)c1c2c2ccc(OC)cc2n1C,4,·,0,13,13,-0.1,-2,1.1
Cc1nc2ccccc2c(=O)n1NC(=O)c1ccc([N+](=O)[O-])cc1,5,3,1,-11,·,0.0,0,-2.9
COC(=O)C[C@@H]1CC[C@H]2[C@@H](COc3ccc(NC(=O)Nc4c(C)noc4C)cc3C(=O)N2C)O1,-20,-2,-1,5,-6,0.1,-5,0.8
CC1(c2ccccc2)NC(=O)N(CC(=O)Nc2ccccc2C(=O)NC2CC2)C1=O (stereo not drawn),-7,-2,-5,3,1,0.1,-4,3.6
C[C@@H]1CN([C@@H](C)CO)C(=O)Cc2cc(NC(=O)Cn3cnnn3)ccc2O[C@H]1CN(C)Cc1ccc(C(=O)O)cc1,·,-6,7,8,0,-1.4,-6,-2.8
C[C@H]1CN([C@@H](C)CO)C(=O)Cc2cc(NC(=O)c3ccncc3)ccc2O[C@H]1CN(C)Cc1ccc(C(=O)O)cc1,-3,-8,7,7,-5,-0.7,-3,-2.9
Cc1ccc(S(=O)(=O)N(C)C[C@@H]2OCCCC[C@@H](C)Oc3ccc(NS(=O)(=O)c4c(C)noc4C)cc3C(=O)N([C@@H](C)CO)C[C@@H]2C)cc1,-15,-3,5,-4,-10,0.1,-7,2.3
O=C(CSC(=S)N1CCCC1)N1CCN(S(=O)(=O)c2cccc(F)c2)CC1,20,1,1,-1,-1,0.4,1,-3.5
CO[C@@H]1CN(C)C(=O)c2ccc(NC(=O)c3ccccc3F)cc2OC[C@@H](C)N(CC2CCOCC2)C[C@@H]1C,-12&-12,0,0&-2,-2&19&7,1&10,-0.7&0.2&0.0,9&4,0.8&-0.9
Cc1ccc(S(=O)(=O)Nc2ccc3c(c2)CC(=O)N([C@H](C)CO)C[C@@H](C)[C@@H](CN(C)Cc2ccc(C(=O)Nc4ccccc4N)cc2)O3)cc1,-10,6,-5,-3,-2,-0.8,31,-2.1
CN(C(=O)c1cn2ccccc2n1)c1c(N)n(Cc2ccccc2)c(=O)[nH]c1=O,-5,·,0,23,9,0.0,1,-0.8
O=C(c1ccco1)N1CCN(C(=O)c2cnn(-c3cccc(F)c3)c2C2CCNCC2)CC1,6,-3,·,0,-7,0.0,-2,-2.5
COc1ccc(OC)c(NC(=O)CCN2CCN(C/C=C/c3ccccc3)CC2)c1,14,-1,1,·,7,0.0,18,·
CCC(Sc1ccc2nnc(-c3ccc(OC)c(OC)c3)n2n1)C(=O)O (stereo not drawn),·,-2,-6,6,-3,·,14,-0.9
